# High-throughput results (PubChem)
# DYRK1A inh: inhibitors of rat Dyrk1A kinase. ADP-Glo luminescence, NFATc1 peptide. inhibition, % at 12.5 µM. hit rate 0.43% among 310,000. AID 504441; in the data active = inhibition above about 50%;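 also: plate controls were vehicle with enzyme for no effect and no enzyme for full effect; many of its hits are not listed in these tables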
# KCNK9 block: blocks the human KCNK9 two-pore domain potassium channel | HEK293 KCNK9, FluxOR thallium flux fluorescence; hits give low values | B-score at 10 µM | hit rate 1.2% among 310,000 | AID 488922;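 active = ratio B-score over 3 SD below the library mean, with starting fluorescence within 5 SD of its mean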;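 also: negative B-score means less thallium flux so channel inhibition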
# RGS4 block: human RGS4 inhibition | P49798 | HEK293 M3R/RGS4 inducible, Fluo-4 calcium flux; hits give high values; triggered by carbachol at its EC20 | B-score at 10 µM | hit rate 0.45% among 310,000 | AID 463165;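 active = B-score, a plate-corrected calcium signal, over three deviations above library mean, with baseline fluorescence within five deviations of library mean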;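 also: RGS4 expression induced by doxycycline in cells with stable M3 receptor; B-score is computed from the integrated fluorescence ratio over baseline after carbachol; higher B-score means a larger calcium signal and so more RGS4 inhibition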
# Target sequence (P49798 whole entry, looked up): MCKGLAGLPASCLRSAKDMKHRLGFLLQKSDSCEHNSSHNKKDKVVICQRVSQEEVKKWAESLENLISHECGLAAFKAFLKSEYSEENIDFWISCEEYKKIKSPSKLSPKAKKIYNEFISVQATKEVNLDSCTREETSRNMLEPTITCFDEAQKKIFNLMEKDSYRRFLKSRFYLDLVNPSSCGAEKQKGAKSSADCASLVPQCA
# GSK3 alpha inh: inhibitors of human GSK-3 alpha kinase | ADP-Glo luminescence, 60 min | inhibition, % at 10 µM | hit rate 0.1% among 320,000 | AID 2650;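 in the data active = inhibition above about 50%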;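 also: GST-tagged GSK-3 alpha with peptide substrate and 25 µM ATP; 0% = DMSO neutral wells and 100% = GW8510 positive control wells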
# hERG protect: shields human hERG channel from block by proarrhythmic agents; activation (rescue from dofetilide block), less the hit threshold, % at 10 µM; CHO-hERG, FluxOR thallium flux, dofetilide IC70 present; hit rate 0.51% among 310,000;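 active = activation above the mean of controls blocked by dofetilide plus 5 SD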;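 also: thallium influx through hERG after potassium depolarization seen as dye fluorescence rise; in these data hits start at about 4.7%; inactives centre near -7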
# PolyA inhibitor: inhibitors of polyadenylation in S. cerevisiae. calls only at 12 µM. S. cerevisiae SKY197-pL101 polyadenylation reporter, beta-gal luminescence; efflux-impaired pdr1/pdr3 knockout yeast; score 100 = 6 SD above DMSO. AID 1875. hit rate 0.02% among 300,000;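 active = lowest replicate activity score at least 50, where 100 means six control SD above control mean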;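 also: yeast exposed to compound for 9 h at 30 °C; higher score means more reporter readthrough which indicates perturbed polyadenylation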
# GSK3beta inhib: human GSK3beta kinase inhibition. AID 2097. hit rate 0.038% among 300,000. GST-GSK3beta kinase, ADP-Glo luminescence, 60 min; hits give low values. activity score (negative = inhibition), % at 10 µM;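 active = more than half of replicate wells score below -50%, meaning over 50% inhibition versus plate controls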;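 also: 0% = median DMSO wells and -100% = median GW8510 positive control wells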
# Target sequence (P49841 whole entry, looked up): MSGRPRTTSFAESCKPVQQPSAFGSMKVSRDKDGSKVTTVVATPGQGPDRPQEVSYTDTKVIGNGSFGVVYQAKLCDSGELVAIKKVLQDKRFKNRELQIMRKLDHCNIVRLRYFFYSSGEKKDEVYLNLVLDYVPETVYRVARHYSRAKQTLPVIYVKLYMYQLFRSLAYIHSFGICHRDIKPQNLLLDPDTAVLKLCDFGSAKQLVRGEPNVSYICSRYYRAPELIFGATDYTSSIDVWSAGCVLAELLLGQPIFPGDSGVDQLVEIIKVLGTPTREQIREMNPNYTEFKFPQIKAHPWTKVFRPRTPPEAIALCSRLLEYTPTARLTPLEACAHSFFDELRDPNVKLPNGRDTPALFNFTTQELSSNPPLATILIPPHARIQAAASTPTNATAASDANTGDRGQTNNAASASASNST
#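 Assay system: GST-fused GSK3beta enzyme, cell-free / Medium: Tris pH 7.5 buffer with MgCl2, DTT, BSA, heparin / Also added: peptide substrate plus 25 µM ATP (final) / Compound: 10 µM single point / Timing: kinase reaction with compound 60 min at room temperature / Detection: ADP-Glo luminescence / Benchmarks: DMSO neutral wells and GW8510 at 20 µM as positive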
# KCNK3 inh: human KCNK3 channel inhibition, primary screen. CHO-KCNK3 thallium flux, FluxOR fluorescence; hits give low values. hit rate 0.84% among 340,000. O14649. B-score at 10 µM. AID 602410;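 active = B-score under library mean minus 4 SD, starting fluorescence ratio at most library mean plus 5 SD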;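 also: more negative B-score means stronger inhibition of thallium flux through KCNK3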
# Target sequence (O14649 whole entry, looked up): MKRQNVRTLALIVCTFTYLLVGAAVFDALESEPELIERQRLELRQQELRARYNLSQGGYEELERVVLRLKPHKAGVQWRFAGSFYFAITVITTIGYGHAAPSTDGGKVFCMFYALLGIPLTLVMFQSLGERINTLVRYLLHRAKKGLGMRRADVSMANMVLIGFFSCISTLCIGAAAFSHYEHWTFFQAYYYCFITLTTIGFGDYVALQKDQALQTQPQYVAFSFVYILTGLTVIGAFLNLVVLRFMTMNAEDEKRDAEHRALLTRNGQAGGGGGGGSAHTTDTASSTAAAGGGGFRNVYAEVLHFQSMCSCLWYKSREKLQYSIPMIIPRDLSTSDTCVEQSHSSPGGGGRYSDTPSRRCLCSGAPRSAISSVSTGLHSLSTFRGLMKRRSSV
# KCNQ1 pot: human KCNQ1 channel potentiation or activation; P51787; CHO-K1 KCNQ1, thallium flux FluxOR fluorescence; hits give high values; hit rate 0.35% among 310,000; B-score at 10 µM;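 active = fluorescence ratio B-score, a plate-corrected score, at least three library SD, with initial intensity B-score within 5 SD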
#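 Assay system: CHO-K1 cells stably expressing KCNQ1. Medium: assay buffer for compound exposure, DMSO matched across wells. Timing: 37 °C overnight plating, 90-min dark dye load, 20-min compound pretreatment. Signal: kinetic FluxOR fluorescence, 10 s baseline plus 110 s post-stimulus.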
# RGS4 act: RGS4 potentiation or activation; HEK293 M3R/inducible RGS4, carbachol calcium flux Fluo4; hits give low values; B-score at 10 µM; hit rate 0.92% among 310,000; AID 463111;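 active = B-score of the integrated calcium signal more than 4 SD below the library mean, with starting fluorescence not abnormally high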;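 also: negative B-score means reduced calcium response which marks RGS4 activation or potentiation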
#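 System: HEK293 FlpIn-TREx cells, stable M3R, doxycycline-inducible RGS4. Timing: overnight RGS4 induction, 30 min dye load 37 °C, 20 min compound RT. Also added: carbachol, ECmax concentration. Measured by: Fluo4 fluorescence kinetic imaging of calcium. Evaluation: integrated calcium ratio converted to B score.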
# KCNQ1 inh: human KCNQ1 channel inhibition; P51787; AID 2642; hit rate 1.3% among 310,000; B-score at 10 µM; CHO-K1 KCNQ1, FluxOR thallium flux fluorescence; hits give high values;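 active = compounds whose thallium flux B-score, printed positive for inhibition, exceeds three library SD while starting fluorescence stays within three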;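 also: channel opened by potassium depolarization with thallium stimulus after 20 min compound exposure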
# An asterisk follows results filed as active; i = inactive; x = no result given. Not all compounds are listed; rates above refer to the full screens.
molecule	DYRK1A inh	KCNK9 block	RGS4 block	GSK3 alpha inh	hERG protect	PolyA inhibitor	GSK3beta inhib	KCNK3 inh	KCNQ1 pot	RGS4 act	KCNQ1 inh
C/C(=N/NC(N)=S)c1cc2ccc(O)cc2oc1=O	19	i	i	7	-9	i	1	i	i	i	i
Cc1nc(SCC(=O)N2CCOCC2)c2c(C)c(C)sc2n1	2	i	i	-1	-4	i	1	i	i	i	i
C/C(=N\NC(=O)c1nn(C)c(C)c1Br)c1ccc(NC(=O)C2CCCC2)cc1	1	-12*	i	x	-7	x	-2	i	i	i	i
O=c1cnnc(N/N=C/c2cccs2)[nH]1	-7	i	i	-3	-8	i	2	i	i	i	i
O=C(NCc1ccc(F)cc1)C1CC(=O)N(Cc2ccco2)C1 (stereo not drawn)	-7	i	i	1	-3	i	-2	i	i	i	i
FC(F)C(F)(F)C1=CC(c2ccccc2)=NCCN1	-3	i	i	5	-10	i	-1	i	i	i	i
CCn1c(CNc2ccc(Cl)cc2)nnc1SCC#N	-2	i	i	-2	-18	i	-1	i	i	i	i
Cn1cc(C(CC(=O)O)C(=O)O)c2ccccc21 (stereo not drawn)	2	i	i	-2	-3	i	2	i	i	i	i
CC(C)CNC(=O)COC(=O)c1c2c(nc3ccccc13)/C(=C/c1cccs1)CC2	-5	i	i	-4	-13	i	3	i	i	i	i
Cc1ccc(NC(=S)c2nc3ccccc3[nH]2)c(C)c1	11	i	i	0	2	i	1	i	i	i	i
COC(=O)Nc1ccc(C)c2nsnc12	-3	i	i	-1	-5	i	-4	i	i	i	i
COc1ccc(/C=N/NC(=O)c2cccnc2)cc1CSc1nc2ccccc2s1	4	i	i	7	-17	i	1	i	i	i	i
Cn1c(=O)c2[nH]c(SCc3ccccn3)nc2n(C)c1=S	x	i	i	1	-7	i	-2	x	i	i	i
O=C(CC12CC3CC(CC(C3)C1)C2)NCc1ccc(F)cc1	-3	i	i	-4	-5	i	-2	i	i	i	i
Cc1cc(C)cc(NC(=O)[C@@H](NC(=O)c2ccco2)C(C)C)c1	-7	i	i	0	-3	i	0	i	i	i	i
O=C(CNC(=O)c1ccc(Br)o1)NCc1ccc(Cl)cc1Cl	-5	i	i	x	-6	i	1	i	i	i	i
O=C(NNC(=O)c1cccc(S(=O)(=O)N2CCc3ccccc32)c1)c1ccccc1	x	i	i	x	4	i	1	i	i	i	i
O=C(CN(Cc1ccc2c(c1)OCO2)C(=O)CSc1nc2ccccc2o1)NC1CCCCC1	-4	i	i	-2	-6	i	2	i	i	i	i
O=C(N/N=C\c1ccccc1)c1sccc1-n1cccc1	7	i	i	4	-7	i	-3	i	i	i	i
CCSc1nc(-c2ccco2)ccc1C#N	-3	i	i	-3	-7	i	1	i	i	i	i
O=C(/C(=N/N=C/c1ccc(O)c(O)c1)c1ccccc1)c1ccccc1	3	i	i	-3	-19	i	-28	i	i	i	i
CC1C/C(=N\NC(=O)c2cccnc2)CC(C)(C)C1 (stereo not drawn)	0	i	i	-1	-9	i	0	i	i	i	i
CC1CN(S(=O)(=O)c2ccccc2)C(C)N1C(=O)N1CCOCC1 (stereo not drawn)	-9	i	i	-2	-6	i	0	i	i	i	i
O=C(Cc1cccs1)N(c1ccc(Br)cc1)C1C=CS(=O)(=O)C1 (stereo not drawn)	14	i	i	1	-8	i	1	i	i	i	i
CCOC(=O)C1(CCCc2ccccc2)CCN(C(=O)Cc2nonc2C)CC1	-2	i	i	8	-3	i	-2	i	i	i	i
CC1CC1C(=O)OCC(=O)NC(=O)NCc1ccco1 (stereo not drawn)	-8	i	i	0	-7	i	-2	i	i	i	i
O=C(O)c1ccc2c(c1)C(=O)N(c1ccc([N+](=O)[O-])cn1)C2=O	4	i	i	x	0	i	4	i	i	i	i
CCOc1ccc(Nc2ccc(C(=O)O)cc2[N+](=O)[O-])cc1	-6	i	i	-3	-3	i	0	i	i	i	i
COc1cc(NC(=O)c2ccc3c(=O)n(Cc4ccco4)c(=S)[nH]c3c2)cc(OC)c1OC	2	i	i	-2	-1	i	2	i	i	i	i
CC1CC(C)CN(S(=O)(=O)c2ccc(C(=O)NCc3ccco3)cc2)C1 (stereo not drawn)	x	i	i	-2	-3	i	-2	i	i	i	i
CCOC(=O)c1c(-c2ccc(C)cc2C)csc1NC(=O)CSc1nnnn1C	-2	i	i	2	-2	i	0	i	i	i	i
CCOC(=O)N1CCN(C(=O)c2cccc(S(=O)(=O)Nc3ccc(OC)cc3)c2)CC1	-5	i	i	6	-5	i	3	i	i	i	i
COC(=O)CNS(=O)(=O)c1ccc(OC)cc1	1	i	i	0	-11	i	-2	i	i	i	i
CC(CNC(=O)c1ccc(OC2CCN(Cc3ccccn3)CC2)cc1)Oc1cccnc1 (stereo not drawn)	-2	i	i	1	-11	i	2	i	i	i	i
NC(=O)c1ccc(NC(=O)COC(=O)C2(c3cccc(F)c3)CCCC2)cc1	1	i	i	-1	-10	i	3	i	i	i	i
COc1ccc(NC(=O)CSCC(=O)Nc2ccc(C)c(S(=O)(=O)N3CCCCCC3)c2)cc1	0	i	i	-3	-16	i	1	i	i	i	i
COC(=O)c1ccc2c(C)c(C(C)(C)O)[nH]c2c1	2	i	i	2	-4	i	0	i	i	i	i
COc1ccc(NC(=O)CSc2ncnc3c2nnn3-c2ccc(F)cc2)c(OC)c1	x	i	i	-1	-15	i	-2	i	i	i	i
Cc1ccc(N(CC(=O)NCCSCc2ccco2)S(=O)(=O)c2ccc(C)cc2)cc1	-2	i	i	-3	-4	i	1	i	i	i	i
O=C(Cn1ncc2c1-c1ccccc1OC2)N(Cc1ccco1)C1CCCCC1	7	i	i	0	-17	i	-1	i	i	i	i
CC1=C(C(=O)NCCN2CCOCC2)C2(CCC(C)CC2)OC1=O (stereo not drawn)	3	i	i	-3	-8	i	-1	i	i	i	i
COC(=O)c1ccc(NC(=O)Nc2ccc(OC)c(OC)c2)cc1	-1	i	i	0	-7	i	-3	i	i	i	i
CCc1nnc(NC(=O)c2ccc(N(C)S(=O)(=O)c3ccccc3)cc2)s1	1	i	i	-1	0	i	0	i	i	i	i
CC1=NNC(=O)C1C(c1cccc(O)c1)C(C#N)C#N (stereo not drawn)	-3	i	i	1	-9	i	-2	i	i	i	i
CN(C)c1ccc(C(=O)OCC(=O)N2CCCC2)cc1	-5	i	i	-3	-4	i	0	i	i	i	i
Cc1cc2[nH]c(=O)c(=O)[nH]c2cc1S(=O)(=O)NC1CCC(C)CC1 (stereo not drawn)	-6	i	i	-1	-5	i	15	i	i	i	i
CCN(Cc1ccccc1)Cc1nc(CCc2ccccc2)no1	3	i	i	x	-15	i	3	i	i	i	i
COc1ccc(-c2cc(=O)oc3cc(OCC(=O)N[C@@H](Cc4c[nH]c5ccccc45)C(=O)O)ccc23)cc1	10	i	i	2	-2	i	0	i	i	i	i
O=C(COc1ccc2ccc(=O)oc2c1)Nc1cccnc1	8	i	i	0	-4	i	-1	i	i	i	i
CC(C)(C)C1CC=C2C(C#N)=C(N)C(C#N)(C#N)C(c3cccs3)C2C1 (stereo not drawn)	x	i	i	1	-12	i	-19	x	i	i	i

# Continued.
molecule	DYRK1A inh	KCNK9 block	RGS4 block	GSK3 alpha inh	hERG protect	PolyA inhibitor	GSK3beta inhib	KCNK3 inh	KCNQ1 pot	RGS4 act	KCNQ1 inh
Cc1ccc(S(=O)(=O)Nc2cc(C)nn2-c2ccccc2)cc1	-7	i	i	-4	-6	i	-3	i	i	i	i
Cc1cccc(NC(=S)NNC(=O)c2csc(C)c2)c1	3	i	i	-3	0	i	2	i	i	i	i
COc1ccccc1NC(=O)CCCCCN1C(=O)c2cccc([N+](=O)[O-])c2C1=O	-2	i	i	-2	-13	i	3	i	i	i	i
O=C1C(=O)N(CCN2CCOCC2)C(c2ccccc2F)/C1=C(\O)c1ccc(S(=O)(=O)N2CCOCC2)cc1 (stereo not drawn)	-1	i	i	-5	-4	i	3	i	i	i	i
Cn1cccc1/C=C1\CCc2ccccc2C1=O	10	i	i	8	-11	i	-14	i	i	i	i
CCC(CO)N=CC1=C(O)CC(C)(C)CC1=O (stereo not drawn)	16	i	i	-3	-3	i	6	i	i	i	i
C/C(=N\OC(=O)NC1CCCCC1)c1sc(-c2ccccc2)nc1C	1	i	i	0	-12	i	2	-11*	i	i	i
COc1ccccc1/C=C(\NC(=O)c1cccc(C)c1)C(=O)Nc1ccccn1	-1	i	i	-1	-3	i	-4	i	i	i	i
COc1ccc(-c2nnc(NC(=O)CS(=O)(=O)c3ccc(F)cc3)o2)c(OC)c1	-2	i	i	-6	-16	i	2	i	i	i	i
O=C(COC(=O)C1=COCCO1)Nc1ccccc1Oc1ccccc1	4	i	i	3	-7	i	1	i	i	i	i
O=C1c2cccc3cccc(c23)C(=O)N1CCCCCc1n[nH]c(=S)o1	2	i	i	3	-23	i	5	i	i	i	i
COc1ccc2[nH]c(=O)c3c(c2c1)OC(C)(C)C=C3	0	i	i	38	-6	i	-16	i	i	i	i
COc1ccc(CCNC(=O)Cn2cnc3scc(-c4ccccc4)c3c2=O)cc1OC	0	i	i	-8	0	i	3	i	i	i	i
CC(NC(=O)C(=O)Nc1nccs1)c1ccccc1 (stereo not drawn)	5	i	i	-1	-13	i	0	i	i	i	i
O=C(c1cc(-c2cccnc2)nc2ccccc12)N1CCCc2ccccc21	5	i	i	x	-11	i	-4	i	i	i	i
O=C(NN=C1CCCCCCCCCCC1)c1cccnc1	-5	i	i	1	-7	i	-1	i	i	i	i
O=C(Nc1ccc(S(=O)(=O)N2CCOCC2)cc1)c1ccco1	4	i	i	0	-3	i	0	i	i	i	i
Cn1cccc1CC(=O)N/N=C\c1c2ccccc2cc2ccccc12	0	i	i	0	-8	i	2	i	i	i	i
